ERAP1 inh: human ERAP1 aminopeptidase inhibitors, primary screen, biochemical, single point, plate reader. Endoplasmic reticulum aminopeptidase 1 (Homo sapiens), Q9NZ08. recombinant ERAP1, Leu-AMC fluorescence, 60 min. inhibition, % at 10.7 µM. hit rate 0.15% among 340,000;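 active = mean replicate inhibition of at least 30%, or all replicates individually reaching that 30% level; inactive = mean below 30% and not every replicate reaching it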;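 note: 0% = neutral control wells and 100% = L-leucinethiol positive control wells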
Target sequence (Q9NZ08 whole entry, looked up): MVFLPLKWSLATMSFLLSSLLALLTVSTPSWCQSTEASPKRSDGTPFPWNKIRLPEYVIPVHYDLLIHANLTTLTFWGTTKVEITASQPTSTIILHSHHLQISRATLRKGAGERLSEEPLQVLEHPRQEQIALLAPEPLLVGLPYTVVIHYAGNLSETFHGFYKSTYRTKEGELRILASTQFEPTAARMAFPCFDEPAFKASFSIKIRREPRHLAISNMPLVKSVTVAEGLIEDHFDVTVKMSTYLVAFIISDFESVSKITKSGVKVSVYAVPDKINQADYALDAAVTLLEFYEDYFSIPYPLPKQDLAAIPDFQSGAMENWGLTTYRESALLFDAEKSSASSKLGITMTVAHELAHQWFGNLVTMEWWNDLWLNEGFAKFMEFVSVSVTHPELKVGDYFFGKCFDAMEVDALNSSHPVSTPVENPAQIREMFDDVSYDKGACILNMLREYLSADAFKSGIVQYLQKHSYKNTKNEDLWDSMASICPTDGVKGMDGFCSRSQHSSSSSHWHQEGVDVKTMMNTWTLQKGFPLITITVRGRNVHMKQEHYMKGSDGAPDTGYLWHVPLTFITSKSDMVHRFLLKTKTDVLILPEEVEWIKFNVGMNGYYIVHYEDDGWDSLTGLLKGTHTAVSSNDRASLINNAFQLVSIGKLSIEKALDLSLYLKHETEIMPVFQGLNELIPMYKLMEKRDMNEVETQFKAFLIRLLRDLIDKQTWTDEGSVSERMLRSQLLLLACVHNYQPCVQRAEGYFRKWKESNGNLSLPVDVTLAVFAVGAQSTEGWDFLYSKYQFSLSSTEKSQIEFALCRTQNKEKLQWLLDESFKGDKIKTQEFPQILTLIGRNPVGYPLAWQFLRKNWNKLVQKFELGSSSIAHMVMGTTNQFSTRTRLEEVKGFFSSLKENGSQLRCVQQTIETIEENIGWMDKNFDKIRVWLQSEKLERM
RAD52 anneal inh: RAD52 DNA annealing inhibitors, primary screen, biochemical, FRET, single point, set 2 | DNA repair protein RAD52 homolog (Homo sapiens), P43351 | recombinant RAD52 DNA annealing, FRET fluorescence | inhibition, % at 18.7 µM | hit rate 0.46% among 360,000;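 active = every replicate showing at least 50% inhibition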
E-selectin induc: E-selectin induction in HUVECs, primary screen, imaging, HUVEC, immunofluorescence imaging, single point | P16581 | normalized: neutral wells 0, TNF-alpha wells 100 | activation, % at 7.58 µM | hit rate 0.37% among 260,000;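 active = mean E-selectin-positive cell signal at least 10% of the positive control, reached in at least 60% of replicates, without over 20% cell loss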;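 note: in these data hits start at about 27%; measured in HUVEC primary endothelial cells; signal is the percent of cells scored E-selectin positive by PE staining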
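Material: HUVEC primary endothelial cells; Amount: 3,000 cells per well; Dosing: single concentration; Medium: EGM-2 growth medium on 0.1% gelatin-coated wells; Read-out basis: percent E-selectin-positive cells; Signal: immunofluorescence imaging; Control set: TNF-alpha, DMSO.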
* = called active by the depositor.

Screens in order: ERAP1 inh | RAD52 anneal inh | E-selectin induc
CCN(CC)c1ccc(/C=N/N2CCN(Cc3ccccc3)CC2)cc1
    -1 | -2 | 0.7
COCC(=O)OC1CCn2c1nc1c2C(=O)C(C)=C(NC(C)=O)C1=O (stereo not drawn)
    2 | 28 | -0.1
Cc1ccc(CNC(=O)COc2cccc3c2OC(C)(C)C3)cc1
    3 | -5 | -0.3
COc1ccc2c3c(n(C)c2c1)[C@@H](CO)N(Cc1ccncc1)CC31CN(C(=O)C2CCCC2)C1
    1 | -20 | 0.0
c1cc(-c2cc3c(o2)CCCC3OCCN2CCOCC2)cs1 (stereo not drawn)
    9 | -17 | -0.3
Cc1ccc(C(=O)Nc2c(-c3ccccc3)[nH][nH]c2=O)cc1
    0 | -21 | -0.1
N#Cc1cccc(C(=O)C(=O)N2CCC(Cc3ccccc3)CC2)c1
    -1 | -10 | 0.1
Cc1ccccc1C(=O)NC1CCN(CC(=O)NCc2cccs2)CC1
    -2 | -9 | -0.6
c1ccc(-c2noc(CC3CCCCC3)n2)nc1
    -5 | -5 | -0.1
C/C=C/c1ccc([C@H]2[C@@H](CO)N(CC3CCCCC3)[C@@H]2CNC(C)C)cc1
    2 | 7 | 0.3
CC(C)CNC(=O)C1C(=O)Nc2ccccc2C(=O)N1C1CCCCC1 (stereo not drawn)
    5 | -10 | -0.3
COc1ccc(C(CCNCc2ccc(N(C)C)cc2)C(C)C)cc1 (stereo not drawn)
    -4 | 7 | 0.2
O=C(NCCCCc1ccccc1)c1ccccc1
    4 | -15 | 1.2
Cc1ccc(S(=O)(=O)N2CCCCC2)cc1C(=O)OC(C)C(=O)NCC1CCCCC1 (stereo not drawn)
    1 | -4 | 0.9
Cc1ccc(SCC(=O)NCCSCc2ccccc2)cc1
    -6 | -10 | 0.7
CCOC(=O)CN(C(=O)COc1nc(-c2ccccc2)cc(C)c1C#N)c1cccc(OC)c1
    5 | -7 | 1.2
Cc1ccccc1CN1C[C@@H]2C[C@@H](c3cnc(N4CCOCC4)s3)N3CCC[C@@]23C1=O
    -4 | -22 | 0.1
Cc1cccc(NC(=S)NCCc2ccc(S(N)(=O)=O)cc2)c1C
    19 | -3 | -1.4
Cc1ccc(C)c(N2N=C(C(=O)OCc3nnc(-c4cccs4)o3)CCC2=O)c1
    5 | -4 | -0.1
CCOc1ccc(CCN2C(=O)C(=O)N([C@@H](Cc3ccc(O)cc3)CN3CCC[C@H]3CN3C(=O)C(=O)NC[C@@H]3CC(C)C)C[C@@H]2Cc2ccccc2)cc1
    1 | -3 | -0.3
CCOC(=O)C(Cc1ccc(O)cc1)NC(=O)c1cc2c(cn1)[nH]c1ccccc12 (stereo not drawn)
    1 | -152 | 0.3
Fc1cccc(NC(=S)NCc2ccc(Cl)cc2)c1
    -1 | -10 | -0.2
COc1ccc(CC(=O)NNC(=O)c2c(-c3ccccc3Cl)noc2C)cc1OC
    9 | -6 | -0.3
CCN=C1NC(c2ccccc2C(F)(F)F)C(C(=O)OC)=C(C)N1C (stereo not drawn)
    4 | 1 | -0.1
CN(CC(=O)Nc1c(Cl)cccc1Cl)C(=O)CC1Sc2ccccc2NC1=O (stereo not drawn)
    -7 | -24 | 0.7
C[C@@H]1COc2cccc(N3CCCCC3)c2S(=O)(=O)N1
    -9 | -6 | -0.1
O=C(Nc1ccc(F)cc1)C(c1cccc(F)c1)N1CCN(Cc2c(F)cccc2Cl)CC1 (stereo not drawn)
    0 | -2 | -0.2
COc1ccccc1N1CCN(C(=O)c2oc3ccc(Br)cc3c2C)CC1
    0 | -12 | 0.0
CN(C(=O)Nc1ccc(Cl)cc1Cl)C1CCCC1
    1 | -3 | 0.0
COCc1[nH]nc2c1C(c1cccc(C(F)(F)F)c1)NC2=O (stereo not drawn)
    -3 | -8 | -0.2
CC(OC(=O)CCN=C1NS(=O)(=O)c2ccccc21)C(=O)Nc1ccccc1F (stereo not drawn)
    -6 | -13 | -0.1
CC(C)Oc1ccc(/C=C(\NC(=O)/C=C/c2ccco2)C(=O)NCCc2nc3ccccc3[nH]2)cc1
    -1 | -165 | -0.1
COc1ccc2c3c(n(C)c2c1)[C@@H](CO)N(Cc1ccccc1)CC31CCN(S(C)(=O)=O)CC1
    -5 | -72 | -0.3
CCCCCc1c(-c2ccc(OC)c(OC)c2)ncn1CCc1ccccc1OC
    -1 | 11 | -0.2
CC1(C(=O)NCc2ccc(F)cc2)Oc2ccccc2NC1=O (stereo not drawn)
    -2 | -21 | 0.9
COc1cc(/C=C2/SC(=S)N(c3c(C)n(C)n(-c4ccccc4)c3=O)C2=O)ccc1O
    0 | -43 | -0.3
Cn1c(SCC(=O)N2CCCC2=O)nc2ccccc21
    2 | -22 | 0.6
CCOC(=O)/C=c1\s/c(=C\c2ccc(C#N)cc2)c(=O)n1CC(=O)NCc1ccco1
    -4 | -18 | -0.1
CCOC(=O)c1ccccc1NC(=O)COC(=O)C(Cc1c[nH]c2ccccc12)NC(C)=O (stereo not drawn)
    1 | -10 | -1.6
CC(C)(O)C#Cc1ccc([C@@H]2C[C@H]3CN(c4ccccc4)C(=O)[C@]34CCCN24)s1
    4 | -40 | 0.5
Cc1ccc(NC(=O)COC(=O)c2ccccc2-c2nc3ccccc3s2)c(C)c1
    8 | 8 | -0.1
COc1cc(NC(=O)C2CCN(S(=O)(=O)c3cccs3)CC2)cc(OC)c1
    -3 | -2 | 0.4
COc1ccc(OC)c(C2C(C#N)=C(N)N(N(C)C)C3=C2C(=O)CC(C)(C)C3)c1 (stereo not drawn)
    2 | 0 | 0.1
COc1ccc(CC2(C)OC(c3ccncc3)=NN2C(C)=O)cc1 (stereo not drawn)
    2 | -10 | -1.0
CC(=C1C(=O)c2ccccc2C1=O)N1CCN(c2ccc(F)cc2)CC1
    6 | -5 | 0.0
COc1ccc2c3c(n(C)c2c1)[C@@H](CO)N(C(=O)c1cnccn1)CC31CCN(C(C)=O)CC1
    1 | -3 | -0.1
COCC(=O)Nc1cc(C(=O)Nc2ccccc2)ccc1Cl
    -2 | -22 | 0.1
O=C(O)CCC(=O)Nc1ccc(-n2ccc(C(F)(F)F)n2)cc1
    5 | -3 | 21
COc1ccccc1OCC(=O)NN=C(Cc1ccccc1)Cc1ccccc1
    2 | -12 | 8.3
CCOC(=O)N/N=C/c1c[nH]c2ccccc12
    2 | -7 | -0.4
O=C(N/N=C/c1ccc(Br)o1)c1cncc(Br)c1
    -3 | -21 | -0.3
CC(=O)Nc1ccc(C=NN=C2c3ccccc3-c3ccccc32)cc1
    -3 | 14 | 0.4
O=c1oc2ccc([N+](=O)[O-])cc2c(N2CCOCC2)c1[N+](=O)[O-]
    -2 | -21 | -0.9
CCC(C)[C@H]1CNC(=O)C(=O)N1CCc1cccc2ccccc12 (stereo partly drawn)
    -1 | -16 | -0.1
COc1ccc(C=C2CCc3ccccc3C2=O)cc1
    4 | -5 | 0.1
COc1cccc(CN2[C@H](CO)[C@H](c3ccccc3)C23CN(C(=O)C2CCC2)C3)c1
    -4 | -7 | 0.0
Fc1ccc(-c2csc3ncnc(Cl)c23)cc1
    5 | -10 | -1.7
Cc1ccc(C(=O)NCC(=O)OCC(=O)NC2CCS(=O)(=O)C2)cc1C (stereo not drawn)
    -3 | -9 | -0.2
COC(=O)C[C@H]1C=C[C@@H](NC(=O)C2CC2)[C@@H](CO)O1
    -2 | -5 | 0.2
OC(CNCc1ccc2c(c1)OCO2)COc1ccccc1 (stereo not drawn)
    -2 | -17 | 1.5

Going on with the list:
Screens in order: ERAP1 inh | RAD52 anneal inh | E-selectin induc
N/C(=N\O)c1cccc(CS(=O)(=O)c2ccccn2)c1
    -1 | -5 | -0.1
COc1ccc(-c2noc(-c3ccoc3C)n2)cc1OC
    2 | -14 | 0.2
Cc1ccc(NC(=S)NC2CCN(Cc3ccccc3)CC2)c(C)c1
    3 | -3 | 1.3
C=CS(=O)(=O)N(C(=C)C(=O)OC)S(C)(=O)=O
    -1 | 2 | -1.7
Cc1[nH]nc2c1C(c1ccc3c(c1)OCO3)N(Cc1ccccc1)C2=O (stereo not drawn)
    -2 | -15 | 0.1
CCC1(c2ccccc2)NC(=O)N(CC(=O)Nc2ccccc2C(=O)NC2CC2)C1=O (stereo not drawn)
    4 | -14 | 0.2
COc1ccc(C(=O)N/C(=C\c2cn(C)c3ccccc23)C(=O)OCCN(C)C)cc1
    4 | -6 | 0.3
CC(=O)OCC1CC(COC(C)=O)C(COC(C)=O)CC1COC(C)=O (stereo not drawn)
    -4 | 3 | -0.2
COc1ccccc1/C=C/C(=O)OCC(=O)Nc1nnc(-c2ccccc2)o1
    -1 | -8 | 0.1
O=C(CCN1C(=O)/C(=C\c2ccccc2)SC1=S)NNC(=O)c1cccnc1
    -2 | -16 | 1.2
CCc1cc(C(=O)Nc2cc(S(=O)(=O)N3CCCCC3)ccc2N2CCN(C)CC2)sc1C
    -9 | -22 | -0.1
CCOc1ccc(C(=O)C(C)OC(=O)c2nc(Cl)ccc2Cl)cc1 (stereo not drawn)
    4 | -6 | -0.2
CCOc1ccc(-n2nc3c(SCCN4CCCC4)nnc(C)c3c2C)cc1
    -4 | -77 | 7.0
S=C1SCCN1Cc1ccccc1
    2 | -10 | -0.1
C=CCN1C(=O)c2n[nH]c(COC)c2C1c1ccc(C)cc1 (stereo not drawn)
    0 | -3 | -0.3
COc1ccc(CNc2cccc3[nH]c(C(F)(F)F)nc23)cc1OC
    -2 | -12 | -0.1
NS(=O)(=O)c1ccc(NC(=O)CCCCCN2C(=O)c3ccccc3C2=O)cc1
    -9 | -12 | 0.2
O=C(Cc1ccc(F)cc1)N/N=C/c1ccc(-c2ccc(Cl)c(C(=O)O)c2)o1
    -22 | -8 | 5.3
Cc1ccc(S(=O)(=O)Nc2ccccc2C=Nc2cccc(C)c2C)cc1
    -5 | -15 | 0.0
COc1ccc(C(=O)COC(=O)CNC(=O)c2cccc(OC(F)F)c2)cc1
    -1 | -2 | 0.8
Cc1ccc(NS(=O)(=O)c2ccccc2[N+](=O)[O-])cc1C
    23 | -16 | -0.7
Cc1ccc(-n2c(NN)nc3ccccc3c2=O)c(C)c1
    -10 | -18 | 1.5

A draw from above in order of heavy-atom count, falling.
Screens in order: ERAP1 inh | RAD52 anneal inh | E-selectin induc
CCc1cc(C(=O)Nc2cc(S(=O)(=O)N3CCCCC3)ccc2N2CCN(C)CC2)sc1C
    -9 | -22 | -0.1
COc1ccc(C(=O)N/C(=C\c2cn(C)c3ccccc23)C(=O)OCCN(C)C)cc1
    4 | -6 | 0.3
NS(=O)(=O)c1ccc(NC(=O)CCCCCN2C(=O)c3ccccc3C2=O)cc1
    -9 | -12 | 0.2
COc1ccccc1/C=C/C(=O)OCC(=O)Nc1nnc(-c2ccccc2)o1
    -1 | -8 | 0.1
Cc1ccc(S(=O)(=O)Nc2ccccc2C=Nc2cccc(C)c2C)cc1
    -5 | -15 | 0.0
CC(=O)OCC1CC(COC(C)=O)C(COC(C)=O)CC1COC(C)=O (stereo not drawn)
    -4 | 3 | -0.2
COc1ccc(CNc2cccc3[nH]c(C(F)(F)F)nc23)cc1OC
    -2 | -12 | -0.1
CCOc1ccc(C(=O)C(C)OC(=O)c2nc(Cl)ccc2Cl)cc1 (stereo not drawn)
    4 | -6 | -0.2
C=CCN1C(=O)c2n[nH]c(COC)c2C1c1ccc(C)cc1 (stereo not drawn)
    0 | -3 | -0.3
COc1ccc(-c2noc(-c3ccoc3C)n2)cc1OC
    2 | -14 | 0.2
N/C(=N\O)c1cccc(CS(=O)(=O)c2ccccn2)c1
    -1 | -5 | -0.1
C=CS(=O)(=O)N(C(=C)C(=O)OC)S(C)(=O)=O
    -1 | 2 | -1.7
S=C1SCCN1Cc1ccccc1
    2 | -10 | -0.1

Source: PubChem (Broad Institute)

These rows are one share of the data; the hit share may differ from the screen's.
